Source: PubChem
F508del corr: CFTR F508del correction in bronchial cells; CFBE cells, YFP halide quenching; stimulated with forskolin plus potentiator P3; % fluorescence drop versus neutral controls; activity (quench increase), % at 7.58 µM; 350,000 tested, 0.36% active; AID 720511;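 active = mean added fluorescence quench of at least 8% versus neutral control, with both replicates also reaching 8%; inconclusive = only one of the mean or replicate conditions met; inactive = mean below 8% and not both replicates reaching 8%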;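 also: cells transiently co-express mutant CFTR-F508del with the halide-sensitive YFP; corrector assay measuring rescue of mutant channel to the surface after 24 h compound exposure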
RAD54 inh: RAD54 (human) branch migration inhibition; inhibition, % at 10.4 µM; 360,000 tested, 0.14% active; Q92698; RAD54 Holliday junction branch migration, FAM/BHQ fluorescence;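 active = mean normalized replicate activity at least 40 and at least half of replicates scoring 40 or more; inconclusive = only one of the two criteria met; inactive = mean below 40 and under half of replicates reaching 40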;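 also: 0% = median of neutral control wells and 100% = median of positive control wells; inhibitors cause a drop in the FAM fluorescence signal; in these data hits start at about 50%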
DENV2 CPE: inhibitors of DENV2 cytopathic effect. DENV2-infected cells, cytopathic effect rescue, plate reader. CPE inhibition, % at 9.99 µM. 350,000 tested, 1.7% active. AID 651640; in the data active = CPE inhibition above about 20%, passing the limit was not always enough; inconclusive = no clear call, values can overlap the other calls; tested in BHK-21 cells;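 also: 0% = median of neutral control wells and 100% = median of positive control wells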
CASP6 VEID inh: caspase-6 (human) enzyme inhibition; AID 686996; P55212; purified caspase-6, Z-VEID-R110 cleavage fluorescence; 350,000 tested, 0.53% active; inhibition, % at 12.5 µM;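 active = mean inhibition across replicates at least about 35%, with every replicate also reaching that limit, limit read from the data; inconclusive = only one of the two criteria met; inactive = neither criterion met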;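 also: 0% = median of neutral control wells and 100% = no fluorescence left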
E-sel inducer: induces E-selectin expression in human endothelial cells; P16581; HUVEC E-selectin immunofluorescence imaging; normalized: neutral wells 0, TNF-alpha wells 100; activation, % at 7.58 µM; 260,000 tested, 0.37% active; AID 686992;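 active = mean E-selectin-positive cell signal at least 10% of the positive control, reached in at least 60% of replicates, without over 20% cell loss; inconclusive = no rule given, readout overlaps actives, possibly toxicity-flagged; inactive = the rest, including those meeting only one limit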;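 also: in these data hits start at about 27%; measured in HUVEC primary endothelial cells; signal is the percent of cells scored E-selectin positive by PE staining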
Target sequence (P16581 whole entry, looked up): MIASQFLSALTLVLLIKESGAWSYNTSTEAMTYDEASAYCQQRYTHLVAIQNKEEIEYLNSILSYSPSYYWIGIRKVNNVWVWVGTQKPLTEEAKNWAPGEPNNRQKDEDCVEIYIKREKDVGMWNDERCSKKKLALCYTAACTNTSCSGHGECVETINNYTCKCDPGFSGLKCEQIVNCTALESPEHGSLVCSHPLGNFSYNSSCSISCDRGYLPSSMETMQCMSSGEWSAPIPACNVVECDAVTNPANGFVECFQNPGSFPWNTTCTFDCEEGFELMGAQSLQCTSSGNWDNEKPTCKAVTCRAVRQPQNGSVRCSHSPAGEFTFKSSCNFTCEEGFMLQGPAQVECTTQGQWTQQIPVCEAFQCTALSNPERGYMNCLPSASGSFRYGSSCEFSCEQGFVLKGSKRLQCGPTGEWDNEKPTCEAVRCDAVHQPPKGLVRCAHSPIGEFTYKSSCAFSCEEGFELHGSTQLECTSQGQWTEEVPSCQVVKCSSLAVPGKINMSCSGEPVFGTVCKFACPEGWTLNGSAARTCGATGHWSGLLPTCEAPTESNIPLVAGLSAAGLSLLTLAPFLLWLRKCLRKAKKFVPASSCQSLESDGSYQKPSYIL
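System: HUVEC / Compound: single concentration / Signal: immunofluorescence imaging / Read-out: percent E-selectin-positive cells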
INS-1E GSIS act: GLuc luminescence reporter in INS-1E cells, primary screen for activators of glucose-dependent secretion of insulin; 370,000 tested, 0.61% active; activation, % at 16.6 µM; INS-1E GLuc reporter insulin secretion, 2-3 h;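 active = lowest replicate activation of at least 40%, so every replicate reaches that level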;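 also: 0% = median of neutral control wells and 100% = median of IBMX positive control wells; some compounds called inactive have numbers as strong as hits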
RAD52 inh: inhibitors of human RAD52 DNA annealing; P43351; recombinant RAD52 DNA annealing, FRET fluorescence; inhibition, % at 18.7 µM; 360,000 tested, 0.46% active; AID 651710;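 active = every replicate showing at least 50% inhibition; inconclusive = mean inhibition at least 50% but not in every replicate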
Target sequence (P43351 whole entry, looked up): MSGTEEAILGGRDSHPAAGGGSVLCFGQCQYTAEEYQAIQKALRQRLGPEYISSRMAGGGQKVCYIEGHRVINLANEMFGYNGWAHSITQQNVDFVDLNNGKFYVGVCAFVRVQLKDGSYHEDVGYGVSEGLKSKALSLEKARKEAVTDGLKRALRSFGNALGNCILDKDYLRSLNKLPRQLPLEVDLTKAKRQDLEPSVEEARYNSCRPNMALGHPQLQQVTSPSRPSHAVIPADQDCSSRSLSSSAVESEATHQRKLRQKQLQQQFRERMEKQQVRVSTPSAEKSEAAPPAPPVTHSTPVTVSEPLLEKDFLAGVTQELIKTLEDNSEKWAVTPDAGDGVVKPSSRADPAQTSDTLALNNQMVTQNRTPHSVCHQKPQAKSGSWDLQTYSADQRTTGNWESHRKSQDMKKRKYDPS
Xi reactivation: reactivates the inactive X chromosome in mouse fibroblasts; XiGFP mouse fibroblasts, % GFP-positive cells imaging, 3 d; cells co-treated with 5-aza-dC sensitizer; scaled so ellipticine positive control = 100%; activation, % at 7.58 µM; 360,000 tested, 0.055% active;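 active = mean normalized replicate activation at least 10% and every replicate at or above 10%; inconclusive = only one of the two criteria met; inactive = mean below 10% and not all replicates reach 10%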;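 also: 0% = median of on-plate neutral control wells and 100% = ellipticine 6 µM median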
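System: 68-5-11 XiGFP fibroblast line | Buffer or medium: DMEM containing 5-aza-dC | Compound: Single point | Times: Compounds 3 days, fix/stain 15 min at room temperature | Benchmarks: Positive control ellipticine, 6 µM final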
* hit, by the source's call; ? = inconclusive; · = not tested or not shown. An unsorted share of the library. About 3.7% of those tested had a hit in this group.

SMILES	F508del corr	RAD54 inh	DENV2 CPE	CASP6 VEID inh	E-sel inducer	INS-1E GSIS act	RAD52 inh	Xi reactivation
COC(=O)c1ccc2nc(-c3ccco3)c(Cc3ccc(OC)cc3C)n2c1	-3.8	-4.9	-0.2	17.4	-0.2	·	-15.7	0.1
COc1ccccc1CCc1nnc(CCC(=O)NC(C)Cc2cccnc2)o1 (configuration not stated)	-1.1	·	2.7	1.9	·	-6.8	-18.6	0.0
CCOC(=O)c1cc(OC)c2cccc(CN3CCCC(C)(C(=O)NCCOC)C3)c2c1 (configuration not stated)	1.2	-5.7	11.7	1.9	·	·	-19.4	0.0
O=C(CCc1ccccc1)NN1C(=O)C2C3C=CC(O3)C2C1=O (configuration not stated)	-0.8	·	-1.7	-2.4	·	13.9	-7.6	-0.1
CN(C)C(=O)C[C@H]1C[C@@H]2c3cc(NC(=O)Nc4ccc(F)cc4)ccc3O[C@@H]2[C@@H](CO)O1	0.3	1.5	16.2	0.5	-0.3	-1.9	-6.8	0.1
CC(C)CNC(=S)NC(=O)c1ccc(Cl)cc1Cl	0.5	·	-2.7	0.9	·	3.2	-21.3	0.2
CCOC(=O)c1ccc(-c2c(C)cc3oc(=O)cc(-c4ccccc4)c3c2C)cc1	2.3	-5.3	-5.2	-1.9	-5.0	26.8	-12.1	0.0
CC(C)(C)C(=O)CN1C(=O)NC2(CCOc3ccccc32)C1=O (configuration not stated)	-2.0	-4.9	11.6	0.8	0.6	19.9	-12.9	0.0
Cc1noc(C)c1NC(=O)N(C)C[C@@H]1OCCCC[C@H](C)Oc2ccc(NS(C)(=O)=O)cc2C(=O)N([C@H](C)CO)C[C@@H]1C	-0.9	0.1	7.9	·	0.2	7.1	·	0.1
O=C(C[C@@H]1CC[C@@H]2NC[C@@H](O)COC[C@H]2O1)NCCc1ccccc1	-1.6	-1.7	-2.2	1.5	0.1	3.5	-9.8	0.0
COc1cccc(C(=O)NNC(=O)/C=C/c2ccccc2)c1	0.0	-2.0	1.4	1.4	·	25.7	1.9	0.0
COc1ccc(CN(C)C[C@@H]2Oc3ccc(NC(=O)C4CCCCC4)cc3CC(=O)N([C@@H](C)CO)C[C@H]2C)cc1	-1.6	-1.5	2.6	-3.4	·	3.1	39.8	-1.2
CCCS(=O)(=O)NC(=O)C1(C)CCN(C(=O)c2c(C)noc2C)C1 (configuration not stated)	-1.8	-15.6	7.7	-1.8	-0.2	-7.2	-4.7	0.0
COCC(=O)N1[C@H](C#N)[C@H](c2ccccc2-c2ccc(C)cc2)[C@@H]1CO	-1.2	·	-4.0	-1.1	0.0	-3.9	15.6	0.3
C[C@H](O)C#Cc1ccc2c(c1)O[C@H](CN(C)C(=O)C1CCC1)[C@H](C)CN([C@H](C)CO)S2(=O)=O	-1.9	-7.2	11.7	1.5	0.8	3.2	12.1	-1.1
CCc1ccc(CNC(=O)c2ccc(OC)c(OC3CCN(C(C)C)CC3)c2)nc1	3.2	-2.3	1.6	13.5	-0.4	3.3	-3.2	-0.1
Cc1ccc(N2CCN(CC(O)COc3cccc(C)c3)CC2)cc1 (configuration not stated)	-0.7	-20.3	0.0	-1.0	0.4	-18.5	-1.8	0.2
Cc1noc(C)c1NC(=O)Nc1ccc2c(c1)C(=O)N([C@@H](C)CO)C[C@H](C)[C@@H](CN(C)Cc1ccncc1)O2	-1.6	-20.6	1.4	-2.8	-2.1	26.7	-7.2	-1.5
C[C@@H]1CCCCO[C@@H](CN(C)C(=O)CCCN(C)C)[C@@H](C)CN([C@H](C)CO)C(=O)c2cc(NC(=O)Nc3cccc4ccccc34)ccc2O1	1.9	14.1	13.5	-0.5	0.0	6.7	19.9	0.0
NC(c1csc(NC(=O)Nc2cccc(Cl)c2)n1)c1ccccc1Cl (configuration not stated)	2.0	-3.3	-0.1	-2.5	0.9	-28.2	-145.4	0.2
Cc1ccccc1C(=O)Nc1nc(-c2cccnc2)cs1	2.4	-7.4	-2.4	1.7	0.2	-7.7	-10.4	0.2
COc1ccc2cc(Br)ccc2c1CC(=O)NC(C)(C)C	·	3.4	·	·	0.1	1.2	·	0.2
COc1ccc(C(=O)COC(=O)CCN2C(=O)C3CC=CCC3C2=O)c(OC)c1 (configuration not stated)	2.5	·	5.2	5.0	0.7	12.9	-9.1	1.3
C[C@H]1CN([C@@H](C)CO)C(=O)c2cc(C#CCN(C)C)cnc2O[C@@H]1CN(C)C(=O)c1cccnc1	0.1	8.8	-6.0	-1.7	0.1	16.8	-1.8	0.2
CCNC(=O)C[C@H]1CC[C@H]2[C@@H](COC[C@@H](O)CN2Cc2ccccc2F)O1	2.0	-2.5	-2.7	-3.7	0.1	5.1	1.3	0.1
O=S(=O)(NC(=S)NC1CCCCC1)c1ccc(Br)cc1	·	1.6	-8.9	2.7	·	-5.1	-2.9	0.0
COc1cccc(S(=O)(=O)N[C@@H]2CC[C@@H](CCNC(=O)Nc3cc(F)ccc3F)O[C@H]2CO)c1	-0.5	12.5	1.6	-0.9	0.1	-17.4	8.7	-0.4
COc1cc(/C=N/Nc2ccc(C)cc2)cc(Br)c1O	-0.1	-8.1	2.9	-2.1	0.1	23.1	-6.0	0.2
Cn1cnnc1SCC(=O)Nc1ccc(F)cc1F	-0.8	·	-7.2	0.5	0.3	15.6	-7.1	0.0
OC(CN1CCOCC1)(c1ccccc1)c1ccccn1 (configuration not stated)	-3.5	-19.6	-4.3	-3.6	0.5	7.9	-15.3	0.0
C[C@@H]1CCCCO[C@@H](CN(C)S(=O)(=O)c2ccc(F)cc2)[C@H](C)CN([C@@H](C)CO)C(=O)c2cc(N(C)C)ccc2O1	0.1	-2.3	?	-2.3	0.3	-9.1	16.8	0.3
CCOC(=O)C1=C(C)NC(=NC)SC1c1ccccc1 (configuration not stated)	0.0	·	-2.7	-6.5	·	4.7	-2.8	0.1
Cc1ccc(C(C)(O)CS(=O)(=O)Cc2ccccc2)cc1 (configuration not stated)	0.1	-2.2	-0.9	0.2	0.7	-5.9	-1.8	-0.1
Cc1ccc(-c2noc(C3CCCN(C(=O)c4ccc(Cl)cc4)C3)n2)o1 (configuration not stated)	2.7	-6.1	-1.9	4.8	·	-12.4	-10.2	·
CC(C)C#Cc1cnc2c(c1)C(=O)N([C@@H](C)CO)C[C@@H](C)[C@@H](CN(C)C(=O)Cc1ccccn1)O2	0.4	1.2	-3.5	1.6	0.1	19.8	1.6	1.0
Cc1ccc(NC(=O)COC(=O)c2c(-c3ccccc3)noc2C)c(C)c1	1.0	-6.5	7.6	-3.8	2.4	4.2	9.0	-0.1
CN(C)Cc1cn(CC[C@@H]2CC[C@@H](NC(=O)Cc3cccnc3)[C@H](CO)O2)nn1	0.3	-7.8	3.2	1.2	0.0	10.3	2.9	0.2
Cc1ncoc1C(=O)N1CCCC(C(=O)c2cccc3ccccc23)C1 (configuration not stated)	1.4	·	·	-4.7	3.7	15.4	2.7	0.0
CC(C)CC#Cc1ccc([C@H]2[C@@H](CO)N3C(=O)CN(C(=O)c4cccc(F)c4)C[C@@H]23)cc1	0.0	·	8.3	4.6	0.1	-18.6	8.7	0.0
COc1ccc(C2Nc3ccccc3C(=O)N2NC(C)=O)cc1OC (configuration not stated)	0.2	·	2.4	-2.4	2.9	4.8	-5.6	0.5
COc1ccccc1-c1ccc2c(c1)[C@H]1[C@H](CCN1S(=O)(=O)c1ccccc1F)[C@@H](CO)N2	1.8	-4.0	9.3	-1.1	1.0	-23.0	35.9	0.2
CCCOC(=O)c1c(-c2ccc(OC)cc2)oc2ccc(-c3ccc(OC)nc3)cc12	-1.3	3.9	-10.4	3.4	-0.2	0.0	-10.3	0.0
O=C1CC(C(=O)Nc2cccc(F)c2)n2c(nc3ccccc32)N1 (configuration not stated)	-0.7	-6.4	3.6	0.6	·	4.4	-4.7	0.3
O=C1C[C@H]2CCCCC(=O)N3CC[C@@H](C1)[C@@H]23	-1.6	-8.8	4.8	-2.4	·	11.8	-16.9	0.0
COc1cccc(CNC(=O)C[C@@H]2C=C[C@H](NC(=O)C3CCOCC3)[C@@H](CO)O2)c1	0.3	-4.3	15.5	-1.4	-0.3	-1.7	-2.5	0.0
C[C@H](CO)N1C[C@H](C)[C@H](CN(C)C(=O)Nc2ccc(F)cc2)Oc2c(cccc2N(C)C)C1=O	-2.2	-10.1	0.8	-3.4	-0.1	6.5	-2.0	0.2
C[C@@H]1CCCCO[C@H](CN(C)Cc2ccncc2)[C@H](C)CN([C@H](C)CO)C(=O)c2cc(NC(=O)Cc3ccccc3)ccc2O1	0.0	-2.2	-3.3	-0.4	-0.1	-10.3	4.3	0.0
CCC(CC)C(=O)N1N=C(c2ccc(NS(C)(=O)=O)cc2)CC1c1ccccc1 (configuration not stated)	-3.0	·	-4.1	-1.1	·	-14.3	-104.3	0.0
CCCc1c(-c2ccc(F)cc2)ncn1CCc1ccccc1OC	4.0	·	13.0	1.9	0.0	-5.4	-10.5	0.0
O=C(c1ccccc1)N1CCN(c2nc3ccc([N+](=O)[O-])cc3s2)CC1	-2.4	·	2.2	0.3	·	16.8	-12.2	0.0
COc1ccc(/C=N/Nc2ncnc3c2[nH]c2ccccc23)c(OC)c1OC	·	-13.1	·	·	0.4	68.4*	·	0.0
CC1=C(C(=O)Nc2cccc(C(=O)N3CCN(c4cccc(C(F)(F)F)c4)CC3)c2)SCCO1	2.2	11.6	-0.3	-1.3	·	-22.5	-11.3	0.1
O=C(O)c1ccc(NC(=O)c2ccc(Cl)cc2)c(NC(=O)c2ccc(Cl)cc2)c1	-1.7	1.7	-6.5	-2.5	0.2	·	-17.6	0.0
C[C@@H]1CCCCO[C@@H](CN(C)C(=O)Nc2ccc3c(c2)OCO3)[C@H](C)CN([C@H](C)CO)C(=O)c2cc(NS(=O)(=O)c3ccc(Cl)cc3)ccc2O1	-1.6	-10.9	6.1	1.1	-0.1	-37.9	-2.3	0.3
COC(=O)c1ccccc1NC(=S)N1CCC(N2CCCCC2)CC1	-3.0	·	-2.5	-9.2	0.5	7.1	-11.6	-0.1
O=C(CCN1CCCCC1)N[C@H]1CC[C@H](CCNS(=O)(=O)c2ccc(Cl)cc2)O[C@H]1CO	-0.9	4.2	5.9	2.2	-1.7	-9.9	18.1	-0.3

Some of the entries so far, as labelled records:
Structure: C[C@@H]1CCCCO[C@@H](CN(C)C(=O)Nc2ccc3c(c2)OCO3)[C@H](C)CN([C@H](C)CO)C(=O)c2cc(NS(=O)(=O)c3ccc(Cl)cc3)ccc2O1
  F508del corr = -1.6
  RAD54 inh = -10.9
  DENV2 CPE = 6.1
  CASP6 VEID inh = 1.1
  E-sel inducer = -0.1
  INS-1E GSIS act = -37.9
  RAD52 inh = -2.3
  Xi reactivation = 0.3

Structure: CCCc1c(-c2ccc(F)cc2)ncn1CCc1ccccc1OC
  F508del corr = 4.0
  RAD54 inh = ·
  DENV2 CPE = 13.0
  CASP6 VEID inh = 1.9
  E-sel inducer = 0.0
  INS-1E GSIS act = -5.4
  RAD52 inh = -10.5
  Xi reactivation = 0.0

Structure: C[C@@H]1CCCCO[C@H](CN(C)Cc2ccncc2)[C@H](C)CN([C@H](C)CO)C(=O)c2cc(NC(=O)Cc3ccccc3)ccc2O1
  F508del corr = 0.0
  RAD54 inh = -2.2
  DENV2 CPE = -3.3
  CASP6 VEID inh = -0.4
  E-sel inducer = -0.1
  INS-1E GSIS act = -10.3
  RAD52 inh = 4.3
  Xi reactivation = 0.0
